NPSR antagonist = antagonists of human neuropeptide S receptor cAMP signaling; Q6W5P4; CHO-NPSR cells, cAMP TR-FRET, antagonist mode; Potency, µM (top dose mostly 38.3 µM), inactives show top-dose activity change, negative = inhibition, actives largely listed as inhibitors; 220,000 tested, 1% active; AID 1461; further: on the % scale 0 is the no-effect control and ±100 the full control effect; nearly all actives have a fitted effect of over 50% in size; many of its hits are not listed in these tables
Target sequence (Q6W5P4 whole entry, looked up): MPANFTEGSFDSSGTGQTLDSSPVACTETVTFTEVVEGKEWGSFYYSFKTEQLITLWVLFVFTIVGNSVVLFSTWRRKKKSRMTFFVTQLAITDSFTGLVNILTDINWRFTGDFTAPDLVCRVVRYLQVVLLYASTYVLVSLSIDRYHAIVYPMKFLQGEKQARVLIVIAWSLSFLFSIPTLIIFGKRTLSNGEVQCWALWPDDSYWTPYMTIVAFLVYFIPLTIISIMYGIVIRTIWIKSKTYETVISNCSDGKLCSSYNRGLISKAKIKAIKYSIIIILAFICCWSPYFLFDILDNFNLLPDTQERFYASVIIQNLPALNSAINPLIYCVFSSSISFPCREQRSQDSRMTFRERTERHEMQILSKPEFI
RECQ1 inh = blocks DNA unwinding by human RECQ1. P46063. RECQ1 DNA unwinding, red fluorescence kinetic read. 240,000 tested, 0.54% active. Potency, µM (series often up to 57.3 µM), inactives show at the highest dose activity, negative = inhibition, actives largely listed as inhibitors;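 further: plate controls were vehicle for no effect and no enzyme for full effect; nearly all actives have a fitted effect of over 30% in size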
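RECQ1T1 50 nM; forked duplex (20 bp + 30-nt ss tails) 200 nM, ATP 2 mM final; pH 8.0, 2 mM MgCl2, 2.5 ug/ml poly(dI-dC); 15 min compound preincubation; discontinuous kinetic read over 2 h at RT.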
SMN2 splice enh = SMN2 splice variant enhancement. 210,000 tested, 2.8% active. Potency, µM (doses to about 46.1 µM), for the others: at the highest dose activity change, positive = activation, usual class: activators. HEK293 SMN2-luciferase splicing reporter, luminescence, 30-36 h; further: % of control where 0% means no effect; nearly all actives have a fitted effect of over 55% in size
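HEK293 cells carry an SMN2 minigene-luciferase reporter in which exon 7 inclusion puts luciferase in frame. Cells were seeded at 2000 cells/well, attached for 10-12 hours, then exposed to compounds for 30-36 hours at 37C before ONE-Glo luminescence.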
Epigenetic derep = epigenetic control regulation, reporter derepression. murine LDR cells, GFP reporter derepression, 30 h. Potency, µM (highest dose often 53.9 µM), inactives show at the top dose GFP activation, usual class: activators. 280,000 tested, 0.2% active; further: % of control where 0% means no effect; nearly all actives have a fitted effect of over 60% in size
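Murine LDR cells bearing a silenced CMV-driven GFP reporter were exposed to compound for 30 h at 37 C. After PBS washes, GFP-positive cells (20-120 um objects) counted by laser-scanning microplate cytometry.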
IMPase Li cell = membrane-permeable IMPase blocker, potentiated with lithium; 210,000 tested, 0.35% active; Potency, µM (titrated, usually from 59.4 µM), inactives show at the highest dose activity, negative = IMPase inhibition, most hits filed as inhibitors; CHO-M1 cells, IP1 TR-FRET (IP-One), carbachol + lithium; AID 1457;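 further: IP1 builds up when IMPase is blocked and the TR-FRET signal falls; plate controls were basal vehicle for no effect and high inhibitor control for full effect; nearly all actives have a fitted effect of over 50% in size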
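CHO-M1, 2000 cells/well, 16–30 h culture; cpd + low Li+, 30 min 37C; lysis with d2-IP1/Eu-anti-IP1 Ab, 10 min RT; TR-FRET 665/620 ratio and 620 channel; AC50 via Hill.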
KinaseGlo FLuc = counter-screen: inhibitors of Kinase-Glo firefly luciferase; Q27757; Kinase-Glo luciferase, ATP luminescence, 8 min; Potency, µM (highest dose often 38.3 µM), inactives show at the top dose activity change, negative = inhibition, most hits filed as inhibitors; 200,000 tested, 0.28% active; AID 1379; further: on the % scale 0 is the no-effect control and ±100 the full control effect; nearly all actives have a fitted effect of over 60% in size
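Light output from Kinase-Glo luciferase with luciferin and 10 uM ATP in 50 mM imidazole pH 7.2, KCl, MgCl2, Tween 20, BSA; compound pin-delivered, 8-min ambient incubation, then luminescence read.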
GoLoco inh red = RGS12 GoLoco-Gai1 interaction inhibition; P63096; Gai1:RGS12 GoLoco peptide FP, rhodamine, 10 min; Potency, µM (doses to about 61.6 µM), for the others: top-dose activity, negative = inhibition, usual class: inhibitors; 230,000 tested, 0.44% active; active means well fitted inhibition curve with a large enough effect, not every such curve was filed as active; inactive means no such curve, though single readings can be large or run the other way; further: on the % scale 0 is the no-effect control and ±100 the full control effect; nearly all actives have a fitted effect of over 30% in size; many of its hits are not listed in these tables
Target sequence (P63096 whole entry, looked up): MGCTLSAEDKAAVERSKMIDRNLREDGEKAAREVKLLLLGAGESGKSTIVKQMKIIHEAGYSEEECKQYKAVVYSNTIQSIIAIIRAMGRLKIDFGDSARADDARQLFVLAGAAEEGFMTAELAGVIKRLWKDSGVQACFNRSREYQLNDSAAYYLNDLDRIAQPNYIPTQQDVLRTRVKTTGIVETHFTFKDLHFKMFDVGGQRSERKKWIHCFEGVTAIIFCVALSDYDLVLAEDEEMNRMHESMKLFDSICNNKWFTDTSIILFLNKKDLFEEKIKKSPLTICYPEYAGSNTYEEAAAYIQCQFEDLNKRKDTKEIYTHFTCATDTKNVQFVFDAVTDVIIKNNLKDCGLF
KDM4E inh = inhibitors of human JMJD2E histone demethylase; B2RXH2; JMJD2E catalytic domain, FDH-coupled NADH fluorescence (FDH is formaldehyde dehydrogenase); Potency, µM (top dose mostly 57.1 µM), for inactives: at the highest dose activity change, negative = inhibition, most hits filed as inhibitors; 230,000 tested, 1.6% active; AID 2147; active means well fitted inhibition curve with a large enough effect, not every such curve was filed as active; inconclusive means small, poorly fitted or top-dose-only effect, or another doubt; inactive means no such curve, though single readings can be large or run the other way;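 further: 0% = wells with enzyme and -100% = buffer wells without enzyme; nearly all actives have a fitted effect of over 50% in size; many of its hits are not listed in these tables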
Target sequence (B2RXH2 1-337 limits assumed): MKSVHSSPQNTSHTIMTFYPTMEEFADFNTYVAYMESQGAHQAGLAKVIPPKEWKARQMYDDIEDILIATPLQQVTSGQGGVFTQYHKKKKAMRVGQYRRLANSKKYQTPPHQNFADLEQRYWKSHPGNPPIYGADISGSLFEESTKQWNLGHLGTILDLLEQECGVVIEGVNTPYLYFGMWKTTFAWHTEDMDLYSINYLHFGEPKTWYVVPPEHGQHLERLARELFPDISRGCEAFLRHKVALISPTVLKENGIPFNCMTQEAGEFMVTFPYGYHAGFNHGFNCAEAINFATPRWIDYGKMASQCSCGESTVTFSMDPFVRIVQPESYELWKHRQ
* hit, by the source's call; i = inactive; u = inconclusive; x = no result given; & = joins results of further samples; [ ] = remark or other dose. Unless noted, the call rests on the fitted dose curve; in most records, active means well fitted curve in the direction sought with a large enough effect; inconclusive means small, poorly fitted or top-dose-only effect, or another doubt; inactive means no such curve, though single readings can be large; an effect the other way counts as inactive or inconclusive. Potency means the concentration at half of the fitted maximal effect. Only part of the results is shown; rates above refer to the full screens.

item	SMILES	NPSR antagonist	RECQ1 inh	SMN2 splice enh	Epigenetic derep
1	COC(=O)C1=C(C)N2C(=O)CSC2=NC1c1ccc2c(c1)OCO2 (stereo not given)	-4.3%[46.1 µM]	u	2.4%	1.5%
2	Fc1ccccc1-c1ccc(/C=N/Nc2nc3ccccc3[nH]2)o1	-30.5%	-13.2%	22.4µM*	u
3	Cc1ccc(NC(=O)Cn2c([N+](=O)[O-])cnc2C)cc1	-1.6%	-2.1%	x	-0.1%
4	COc1cc(C)nc(Oc2ccc(OCc3ccccc3)nn2)n1	-2.2%[46.1 µM]	-7.9%	8.2%	-6.1%
5	Nc1nc(-c2ccc(Cl)cc2)c(S(=O)(=O)c2ccccc2)s1	-30.0%	-8.0%	-65.8%[inhibitor]	3.0%
6	Cc1nc(-c2cc(C#N)c(Sc3ccc(Cl)cc3Cl)nc2C)cs1	u	-8.2%	x	1.3%
7	COC(=O)C1=C(C)NC(C)=C(C(=O)OC)C1/C=C/c1ccccc1	-10.7%[46.1 µM]	i	26.3%	0.9%
8	Cc1ccc2[nH]c(=O)c(COC(=O)C3CCCO3)cc2c1 (stereo not given)	7.4%[46.1 µM]	-7.7%	x	-3.5%
9	COc1ccc(CCNC(=O)COc2ccc(S(=O)(=O)NC(C)C)cc2Cl)cc1OC	9.8%[46.1 µM]	-6.0%	-20.6%	-0.9%
10	CCN(CC)C(=O)CSc1nnc(-c2cc(OC)cc(OC)c2)o1	-15.5%[46.1 µM]	-1.0%	-3.2%	-0.8%

item	IMPase Li cell	KinaseGlo FLuc	GoLoco inh red	KDM4E inh
1	10.1%[38.3 µM]	0.6%	57.5%[activator]	-1.2%
2	8.5%	u	15.1%	u
3	4.1%	-6.3%	-2.4%	u
4	1.0%[38.3 µM]	3.5%	10.3%	7.2%
5	-0.1%	0.7%	-7.6%	-11.7%
6	x	x	2.3%	3.9%
7	25.4%[38.3 µM]	-2.0%	0.6%	u
8	x	x	x	u
9	-10.1%	2.2%	2.9%	4.1%
10	3.7%[38.3 µM]	-0.9%	-12.2%	5.4%

More entries
item	SMILES	NPSR antagonist	RECQ1 inh	SMN2 splice enh	Epigenetic derep
11	CC(=O)CC1(O)C(=O)N(CN2CCN(c3ccccc3)CC2)c2ccccc21 (stereo not given)	0.4%[46.1 µM]	i	x	-6.1%
12	CCN(C(=O)COC(=O)/C=C/c1c(C)nn(Cc2ccc(C)cc2)c1C)C1CCS(=O)(=O)C1 (stereo not given)	-8.1%	-1.1%	-34.9%[inhibitor]	-1.5%
13	O=C1c2ccccc2C(=O)c2c1ccc1c(=O)n(-c3ccccc3)[nH]c21	-19.9%	-1.9%	-0.1%	-3.0%
14	COc1cccc(-c2nc(NCC3CCCO3)c3ccccc3n2)c1O (stereo not given)	u	-17.2%	-13.5%	-1.0%
15	COCCCNC(=O)/C=C1\Sc2ccccc2N(Cc2ccccc2F)C1=O	-11.8%	1.7%	10.8%	0.0%
16	COc1cccc(C2=NNC(=NCc3ccccc3)SC2)c1	-34.9%	i	u	1.5%
17	Cc1ccc(NC(=O)C(C)NS(=O)(=O)c2ccc(F)cc2)cc1C (stereo not given)	1.8%	i	-10.5%	4.8%
18	O=C(COC(=O)C1CCC1)Nc1ccc(OC(F)F)cc1	6.8%[46.1 µM]	-1.4%	16.9%	-1.0%
19	CCN(c1ccccc1)S(=O)(=O)c1ccc(F)c(C(=O)O)c1	-2.5%[46.1 µM]	1.7%	1.9%	-6.7%
20	CN(C)c1nc(N(C)C)n(C(=O)c2cccs2)n1	9.2%	i	1.4%	-0.4%

item	IMPase Li cell	KinaseGlo FLuc	GoLoco inh red	KDM4E inh
11	x	x	x	90.2%[activator]
12	-0.5%	-1.6%	14.3%	0.1%
13	21.2%	-6.5%	9.3%	5.7%
14	14.1µM*	2.4%	6.0%	3.8%
15	7.5%	-2.8%	-4.9%	u
16	6.8%	-1.4%	-6.8%	u
17	-7.3%	-1.1%	-3.4%	6.1%
18	21.4%[38.3 µM]	-5.3%	9.8%	0.3%
19	-14.8%[38.3 µM]	1.4%	-11.0%	-0.8%
20	14.5%	1.3%	-6.3%	6.3%

The list continues.
item	SMILES	NPSR antagonist	RECQ1 inh	SMN2 splice enh	Epigenetic derep
21	C[C@@H]1CC=C[C@H]2[C@H]1C(=O)N(Cc1ccccc1)[C@H]2c1ccc(-c2ccoc2)cc1F	u	u	x	1.6%
22	CCOc1ccc2nc(NC3=NC(C)(C)C=C(C)N3)nc(C)c2c1	-6.0%[46.1 µM]	13.6%	-16.7%	0.1%
23	Cc1nc(NS(=O)(=O)c2ccc(Br)cc2)c2c3c(sc2n1)CCC3	1.8%[46.1 µM]	-8.8%	u	-1.6%
24	COc1ccc(S(=O)(=O)NCCSc2ccc(C)cc2)cc1OC	4.2%[46.1 µM]	-10.2%	-10.7%	1.0%
25	O=C1CCCN1c1ccc(S(=O)(=O)N2CCCCC2)cc1[N+](=O)[O-]	-15.4%	i	x	-0.3%
26	Cc1cc(NC(=O)c2ccc3c(c2)C(=O)N(Cc2ccccc2)C3=O)no1	-16.9%	-1.5%	-52.9%[inhibitor]	6.1%
27	CC12CN3CC(C)(CN(C1)C3c1ccc([N+](=O)[O-])o1)C2 (stereo not given)	9.6%	13.4%	x	-1.1%
28	Nc1ncnc2c1nc(Br)n2C1O[C@H]2COP(=O)(O)O[C@@H]2C1O (stereo not given in full)	u	-5.0%	-23.9%	-1.2%
29	NC(=O)C1CCN(CC(=O)NCc2ccccc2)CC1	3.3%[46.1 µM]	i	-1.4%	-0.6%
30	CN(Cc1ccccc1)C(=O)c1ccc(Cl)c([N+](=O)[O-])c1	-3.4%	i	-8.0%	-0.9%

item	IMPase Li cell	KinaseGlo FLuc	GoLoco inh red	KDM4E inh
21	x	x	-8.8%	4.0%
22	29.6%[38.3 µM]	-2.3%	6.1%	8.3%
23	0.2%[38.3 µM]	6.9%	1.9%	-17.1%
24	-9.3%[38.3 µM]	-0.4%	-0.5%	6.8%
25	-2.8%	0.3%	7.8%	5.8%
26	-21.6%	4.6%	6.9%	5.8%
27	x	x	7.3%	-5.5%
28	-8.9%	-1.1%	-0.5%	1.4%
29	26.6%[38.3 µM]	-0.8%	-17.4%	11.2%
30	-0.6%	-4.9%	-1.7%	3.1%

Following part.
item	SMILES	NPSR antagonist	RECQ1 inh	SMN2 splice enh	Epigenetic derep
31	O=C1Nc2cc3c(cc2C1=O)sc1ccccc13	-3.0%	-6.8%	x	1.3%
32	COc1ccc(N/C=C(\C#N)c2nc3ccccc3n2C)c(OC)c1	-19.9%[46.1 µM]	-7.2%	-18.0%	-1.6%
33	O=C(NC1CCCCCC1)c1cccnc1Sc1ccccc1	-10.8%[46.1 µM]	-11.9%	-1.7%	0.0%
34	O=[N+]([O-])c1cccc(-c2nc(-c3ccccc3)no2)c1	-11.6%	2.4%	x	-1.0%
35	COc1ccc(C2CC(=O)c3c(C)nc(N4CCN(Cc5ccccc5)CC4)nc3C2)cc1OC (stereo not given)	-18.9%[46.1 µM]	-8.5%	-54.9%[inhibitor]	0.0%
36	CCCOC1CCCN(C(=O)CCc2nnc(Cc3cccc(C)c3)o2)C1 (stereo not given)	-5.0%	-1.1%	x	6.1%
37	CCC(C)C(NC(=O)c1ccccc1NC(=O)c1ccc(OC)cc1)C(=O)NCc1ccco1 (stereo not given)	-0.5%[46.1 µM]	-8.1%	6.9%	15.2%
38	Cc1cccc(-[n+]2c(C)cc(C)c3c(=O)[nH]c(=O)[nH]c32)c1	16.7%	-1.8%	17.8%	1.0%
39	Nc1ccccc1C(=O)CC(N)C(=O)O (stereo not given)	x	-7.1%&1.1%	-1.3%	-0.3%&3.9%
40	Cc1cc(C)n2nc(SCC(=O)N/N=C/c3ccc(F)cc3)nc2n1	0.2%[46.1 µM]	i	-16.7%	-1.1%

item	IMPase Li cell	KinaseGlo FLuc	GoLoco inh red	KDM4E inh
31	x	x	-7.7%	-23.5%
32	9.5%[38.3 µM]	13.8%	4.7%	-5.2%
33	15.3%	0.2%	2.7%	-12.2%
34	6.3%	-10.7%	-3.8%	-2.9%
35	4.8%[38.3 µM]	-2.3%	2.8%	-17.0%
36	-1.4%	-2.6%	-7.9%	-0.8%
37	25.2%[38.3 µM]	0.6%	4.2%	u
38	-17.2%	0.6%	24.8%	-9.8%
39	12.3%&-9.8%	0.0%&-0.7%	-1.7%&4.6%	u
40	6.3%[38.3 µM]	-1.3%	-6.4%	-1.1%

Given screen by screen: part of the list above.
(19) CCN(c1ccccc1)S(=O)(=O)c1ccc(F)c(C(=O)O)c1
(30) CN(Cc1ccccc1)C(=O)c1ccc(Cl)c([N+](=O)[O-])c1

| assay / entry | 19 | 30 |
| --- | --- | --- |
| NPSR antagonist | -2.5%[46.1 µM] | -3.4% |
| RECQ1 inh | 1.7% | i |
| SMN2 splice enh | 1.9% | -8.0% |
| Epigenetic derep | -6.7% | -0.9% |
| IMPase Li cell | -14.8%[38.3 µM] | -0.6% |
| KinaseGlo FLuc | 1.4% | -4.9% |
| GoLoco inh red | -11.0% | -1.7% |
| KDM4E inh | -0.8% | 3.1% |

The list goes on:
item	SMILES	NPSR antagonist	RECQ1 inh	SMN2 splice enh	Epigenetic derep
41	C/C(=N\NC(=O)CSCc1ccccc1Cl)c1cccc(NC(=O)c2ccccc2)c1	u	-6.2%	-65.3%[inhibitor]	0.0%
42	Cc1cccc(N/C(N)=N/c2nc(C(F)(F)F)cc(C(F)(F)F)n2)c1	-21.6%	i	0.6%	-0.9%
43	CCn1nc(C)c(/C=C2\CCCC3=C2OC(N)=C(C#N)C3c2c(C)nn(CC)c2C)c1C (stereo not given)	-23.5%[46.1 µM]	-14.7%	x	0.9%
44	C=C(C)Cn1c(-c2ccccc2)nc2ccccc21	-5.7%[46.1 µM]	i	-17.6%	0.0%

item	IMPase Li cell	KinaseGlo FLuc	GoLoco inh red	KDM4E inh
41	20.4%	7.3%	-1.4%	13.6%
42	10.0%	-1.7%	18.3%	6.3%
43	x	x	x	5.0%
44	8.0%[38.3 µM]	0.8%	10.3%	-12.5%

Results in sequence from the entries so far:
Compounds 41 to 44 in KDM4E inh read 13.6%, 6.3%, 5.0%, -12.5%
Compounds 41 to 44 in SMN2 splice enh read -65.3%[inhibitor], 0.6%, x, -17.6%
Compounds 41 to 44 in RECQ1 inh read -6.2%, i, -14.7%, i

Bioassay records deposited in PubChem BioAssay by National Center for Advancing Translational Sciences (NCATS).
